Screens as filed in PubChem BioAssay.
INS-1E rescue: preserves ATP levels in cytokine-treated INS-1E cells; INS-1E cytokine-induced death, ATP luminescence, 48 h; normalised: neutral wells 0, positive control 100; protection from cytokine-induced ATP loss, % at 10 µM; 20,000 compounds, 0.1% hits; AID 488910;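 active = mean replicate protection from cytokine-induced ATP loss at least 50% and at least 75% of replicates each reaching 50%; inconclusive = meets only one of the two criteria, mean or replicate share; inactive = fails both the mean and replicate share criteria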
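Material: INS-1E rat cells; Quantity: 8000 cells/well; Buffer or medium: phenol-red-free RPMI with 5% fetal bovine serum; Probe or stimulus: cytokine cocktail of IFN-γ, TNF-α and IL-1β; Compound dosing: single test concentration per compound, delivered by pin transfer; Incubation: 48 h co-treatment, 10 min post-lysis read; Signal: CellTiter-Glo luminescence.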
T cruzi intra: intracellular Trypanosoma cruzi inhibition; intracellular Trypanosoma cruzi in host cells, plate reader; AID 651903; 22,000 compounds, 4.9% hits; activity score (inhibition), % at 5.01 µM; in the data active = activity score above about 55%; inconclusive = no clear call, values can overlap the other calls;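 also: parasites and compound incubated about four days before reading; 0% = median of neutral control wells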
* = called active by the depositor; ? = inconclusive; . = no result given.

SMILES	INS-1E rescue	T cruzi intra
CC(C)NC(=O)Nc1cccc2c1O[C@H](CN(C)S(=O)(=O)c1ccc(Cl)cc1)[C@H](C)CN([C@H](C)CO)C2=O	-2	5
C[C@H]1CN([C@@H](C)CO)C(=O)c2cccc(NC(=O)Nc3ccc(C(F)(F)F)cc3)c2O[C@@H]1CN(C)Cc1ccc(Oc2ccccc2)cc1	-34	30
C[C@H]1CN([C@@H](C)CO)C(=O)c2cccc(NC(=O)c3ccc(-c4nccs4)cc3)c2O[C@H]1CN(C)S(=O)(=O)c1cccs1	-11	-6
O=C(N/N=C/c1cccc(O)c1)c1ccccn1	-9	-6
CC(C)NC(=O)N(C)C[C@@H]1Oc2c(NC(=O)Nc3ccc4c(c3)OCO4)cccc2C(=O)N([C@@H](C)CO)C[C@H]1C	5	-18
Cc1noc(C)c1NC(=O)N(C)C[C@@H]1Oc2ccc(NC(=O)Cn3cnnn3)cc2CC(=O)N([C@@H](C)CO)C[C@@H]1C	-12	-5
CC(C)NC(=O)Nc1cccc2c1O[C@H](CN(C)Cc1ccc3c(c1)OCO3)[C@H](C)CN([C@@H](C)CO)C2=O	-7	5
C[C@@H]1CN([C@@H](C)CO)C(=O)Cc2cc(NC(=O)c3ccncc3)ccc2O[C@@H]1CN(C)S(C)(=O)=O	5	-15
C[C@@H]1CN([C@@H](C)CO)C(=O)c2cc(NS(C)(=O)=O)ccc2O[C@H]1CN(C)S(=O)(=O)c1cn(C)cn1	1	-21
C[C@H](CO)N1C[C@H](C)[C@H](CN(C)S(=O)(=O)c2cccs2)Oc2ccc(NS(=O)(=O)c3ccc(F)cc3)cc2C1=O	-18	20
C[C@H](CO)N1C[C@H](C)[C@@H](CN(C)C(=O)Nc2cccc3ccccc23)Oc2c(NC(=O)c3ccc(-c4nccs4)cc3)cccc2C1=O	-4	-6
C[C@H](CO)N1C[C@H](C)[C@@H](CN(C)C(=O)Nc2ccccc2)Oc2c(NC(=O)C3CCCCC3)cccc2C1=O	13	-11
C[C@@H]1CCCCO[C@H](CN(C)Cc2ccc3c(c2)OCO3)[C@@H](C)CN([C@H](C)CO)C(=O)c2cc(NS(=O)(=O)c3ccc(F)cc3)ccc2O1	8	3
C[C@@H]1CN([C@H](C)CO)C(=O)c2cccc(NS(=O)(=O)c3ccc(F)cc3)c2O[C@H]1CN(C)Cc1ccc(C(=O)Nc2ccccc2N)cc1	5	41
C[C@@H]1CCCCO[C@H](CN(C)C(=O)Nc2ccc(C(F)(F)F)cc2)[C@@H](C)CN([C@H](C)CO)C(=O)c2cc(NC(=O)Nc3ccccc3)ccc2O1	-29	57*
C[C@@H]1CN([C@@H](C)CO)C(=O)c2cccc(NS(=O)(=O)c3ccc(F)cc3)c2O[C@H]1CN(C)Cc1ccc(C(F)(F)F)cc1	-4	4
C[C@H](CO)N1C[C@H](C)[C@H](CN(C)CC2CC2)OCc2cnnn2CCCC1=O	.	-24
CC(C)NC(=O)N(C)C[C@@H]1Oc2ccc(NC(=O)CCCN(C)C)cc2C(=O)N([C@H](C)CO)C[C@@H]1C	-2	-14
C[C@H](CO)N1C[C@H](C)[C@@H](CN(C)CC2CCCCC2)OCc2cn(nn2)CCCC1=O	.	-9
C[C@H](CO)N1C[C@H](C)[C@H](CN(C)CC2CCCCC2)Oc2ccc(NC(=O)CCCN(C)C)cc2CC1=O	4	-51
C[C@@H]1CN([C@H](C)CO)C(=O)c2cccc(NS(=O)(=O)c3ccc(Cl)cc3)c2O[C@@H]1CN(C)Cc1ccc(Cl)c(Cl)c1	-23	33
C[C@@H]1CN([C@@H](C)CO)C(=O)Cc2cc(NC(=O)NC3CCCCC3)ccc2O[C@@H]1CN(C)Cc1ccc(Cl)c(Cl)c1	-59	50
C[C@H](CO)N1C[C@H](C)[C@H](CN(C)Cc2ccc(Oc3ccccc3)cc2)Oc2ccc(NC(=O)Nc3ccccc3)cc2CC1=O	-10	0
C[C@@H]1CCCCO[C@H](CN(C)Cc2ccccc2)[C@@H](C)CN([C@H](C)CO)C(=O)c2cc(NS(=O)(=O)c3ccccc3)ccc2O1	-15	20
C[C@@H]1CN([C@H](C)CO)C(=O)c2cccc(NC(=O)c3ccncc3)c2O[C@@H]1CN(C)Cc1ccccc1	0	-12
CC1=C(C/C=N/NC(=O)CCCCCCC(=O)O)C(C)(C)CCC1	4	-19
C[C@H]1CN([C@@H](C)CO)C(=O)c2cc(NC(=O)CCCCCC(=O)Nc3ccccc3N)ccc2O[C@H]1CN(C)C(=O)NC1CCCCC1	5	-1
C[C@@H]1CN([C@@H](C)CO)C(=O)c2cc(NC(=O)Nc3cccc4ccccc34)ccc2O[C@H]1CN(C)S(=O)(=O)c1ccccc1	-4	24
C[C@@H]1CN([C@@H](C)CO)C(=O)c2cc(NC(=O)Nc3cccc4ccccc34)ccc2O[C@H]1CN(C)C	1	-17
COc1ccc(NC(=O)Nc2ccc3c(c2)CC(=O)N([C@H](C)CO)C[C@H](C)[C@H](CN(C)S(C)(=O)=O)O3)cc1	10	-5
C[C@H](CO)N1C[C@H](C)[C@@H](CN(C)C)OCc2cnnn2CCCC1=O	.	-1
CC(C)NC(=O)N(C)C[C@@H]1OCc2cn(nn2)CCCC(=O)N([C@H](C)CO)C[C@H]1C	.	-20
C[C@H](CO)N1C[C@H](C)[C@H](CN(C)Cc2ccc(-c3ccccc3)cc2)Oc2ccc(NC(=O)Cc3cn(C)c4ccccc34)cc2CC1=O	-36	20
C[C@@H]1CN([C@@H](C)CO)C(=O)c2cc(NC(=O)Nc3cccc4ccccc34)ccc2O[C@H]1CN(C)S(=O)(=O)c1ccc(F)cc1	-16	44
COc1ccc(NC(=O)N(C)C[C@@H]2Oc3c(NC(=O)Nc4ccccc4)cccc3C(=O)N([C@@H](C)CO)C[C@H]2C)cc1	-1	5
CNC[C@@H]1OCc2cn(nn2)CCCC(=O)N([C@H](C)CO)C[C@@H]1C	.	-24
C[C@H](CO)N1C[C@H](C)[C@H](CN(C)S(=O)(=O)c2cccs2)Oc2ccc(NC(=O)C3CC3)cc2C1=O	1	-9
C[C@H]1CN([C@@H](C)CO)C(=O)Cc2cc(NS(=O)(=O)c3ccc(F)cc3)ccc2O[C@H]1CN(C)Cc1ccc(-c2ccccc2)cc1	-28	30
C[C@@H]1CN([C@H](C)CO)C(=O)CCCn2cc(nn2)CO[C@H]1CN(C)Cc1ccccc1C(F)(F)F	.	-5
CNC[C@@H]1Oc2c(NC(=O)Nc3ccc4c(c3)OCO4)cccc2C(=O)N([C@@H](C)CO)C[C@@H]1C	0	0

9 neighbouring records from above, quoted:
SMILES	INS-1E rescue	T cruzi intra
CC(C)NC(=O)N(C)C[C@@H]1OCc2cn(nn2)CCCC(=O)N([C@H](C)CO)C[C@H]1C	.	-20
C[C@H](CO)N1C[C@H](C)[C@H](CN(C)Cc2ccc(-c3ccccc3)cc2)Oc2ccc(NC(=O)Cc3cn(C)c4ccccc34)cc2CC1=O	-36	20
C[C@@H]1CN([C@@H](C)CO)C(=O)c2cc(NC(=O)Nc3cccc4ccccc34)ccc2O[C@H]1CN(C)S(=O)(=O)c1ccc(F)cc1	-16	44
COc1ccc(NC(=O)N(C)C[C@@H]2Oc3c(NC(=O)Nc4ccccc4)cccc3C(=O)N([C@@H](C)CO)C[C@H]2C)cc1	-1	5
CNC[C@@H]1OCc2cn(nn2)CCCC(=O)N([C@H](C)CO)C[C@@H]1C	.	-24
C[C@H](CO)N1C[C@H](C)[C@H](CN(C)S(=O)(=O)c2cccs2)Oc2ccc(NC(=O)C3CC3)cc2C1=O	1	-9
C[C@H]1CN([C@@H](C)CO)C(=O)Cc2cc(NS(=O)(=O)c3ccc(F)cc3)ccc2O[C@H]1CN(C)Cc1ccc(-c2ccccc2)cc1	-28	30
C[C@@H]1CN([C@H](C)CO)C(=O)CCCn2cc(nn2)CO[C@H]1CN(C)Cc1ccccc1C(F)(F)F	.	-5
CNC[C@@H]1Oc2c(NC(=O)Nc3ccc4c(c3)OCO4)cccc2C(=O)N([C@@H](C)CO)C[C@@H]1C	0	0

Other compounds:
SMILES	INS-1E rescue	T cruzi intra
C[C@H]1CN([C@@H](C)CO)C(=O)Cc2cc(NC(=O)CCC(F)(F)F)ccc2O[C@H]1CN(C)Cc1ccc2c(c1)OCO2	0	-2
C[C@H](CO)N1C[C@H](C)[C@H](CN(C)Cc2ccc3c(c2)OCO3)Oc2ccc(NC(=O)Cc3ccccc3)cc2CC1=O	-9	42
C[C@@H]1CN([C@H](C)CO)C(=O)c2cc(NC(=O)CCCCCC(=O)Nc3ccccc3N)ccc2O[C@H]1CN(C)S(=O)(=O)c1ccc(F)cc1	12	-8
C[C@@H]1CCCCO[C@H](CN(C)Cc2ccc(C(=O)O)cc2)[C@@H](C)CN([C@H](C)CO)C(=O)c2cc(NS(=O)(=O)c3ccc(Cl)cc3)ccc2O1	4	-17
COc1ccc(NC(=O)N(C)C[C@H]2Oc3ccc(NC(=O)CCC(F)(F)F)cc3C(=O)N([C@@H](C)CO)C[C@@H]2C)cc1	2	12
C[C@@H]1CN([C@@H](C)CO)C(=O)CCCn2cc(nn2)CO[C@@H]1CN(C)Cc1ccccc1C(F)(F)F	.	10
CC(C)NC(=O)N(C)C[C@H]1Oc2ccc(NC(=O)Nc3ccccc3)cc2CC(=O)N([C@H](C)CO)C[C@H]1C	6	10
COc1ccc(S(=O)(=O)Nc2ccc3c(c2)C(=O)N([C@H](C)CO)C[C@H](C)[C@@H](CN(C)Cc2ccc(C(F)(F)F)cc2)OCCCC[C@@H](C)O3)cc1	-13	?
NC(=O)COc1ccc(/C=N/NC(=O)CCCCCCC(=O)Nc2ccccc2O)cc1	-2	-10
Cc1noc(C)c1NC(=O)Nc1ccc2c(c1)C(=O)N([C@@H](C)CO)C[C@H](C)[C@H](CN(C)Cc1ccc(C(=O)O)cc1)O2	0	-15
C[C@H]1CN([C@@H](C)CO)C(=O)c2cc(NC(=O)C3CCCCC3)ccc2O[C@H]1CN(C)Cc1ccc(-c2ccccc2)cc1	.	-7
Cc1ncc(CO)c(/C=N/NC(=O)CCCCCC(=O)O)c1O	0	-18
C[C@@H]1CN([C@H](C)CO)C(=O)c2cc(NS(=O)(=O)c3ccc(F)cc3)ccc2O[C@@H]1CN(C)Cc1ccc(Cl)c(Cl)c1	-17	1
C[C@@H]1CN([C@H](C)CO)C(=O)c2cc(NC(=O)CCC(F)(F)F)ccc2O[C@H]1CN(C)S(=O)(=O)c1cn(C)cn1	3	-15
Cc1noc(C)c1NC(=O)N(C)C[C@H]1Oc2ccc(NC(=O)CCCN(C)C)cc2C(=O)N([C@@H](C)CO)C[C@H]1C	5	-19
COc1ccc(CN(C)C[C@H]2Oc3c(NS(=O)(=O)c4ccc(OC)cc4)cccc3C(=O)N([C@H](C)CO)C[C@H]2C)cc1	-3	-29
C[C@H](CO)N1C[C@H](C)[C@H](CN(C)Cc2ccc(C(=O)O)cc2)Oc2c(NC(=O)Nc3ccccc3)cccc2C1=O	7	-15
C[C@@H]1CN([C@H](C)CO)C(=O)Cc2cc(NC(=O)Nc3ccc4c(c3)OCO4)ccc2O[C@@H]1CN(C)C(=O)Nc1ccc(C(F)(F)F)cc1	2	-5
C[C@@H]1CN([C@H](C)CO)C(=O)Cc2cc(NC(=O)Nc3ccc(F)cc3)ccc2O[C@@H]1CN(C)Cc1ccc2c(c1)OCO2	-2	2
C[C@@H]1CCCCO[C@H](CN(C)C)[C@@H](C)CN([C@H](C)CO)C(=O)c2cc(NC(=O)Nc3cccc4ccccc34)ccc2O1	6	25
Cc1ccc(/C=N/NC(=O)c2cccc(C(=O)NO)c2)o1	-2	-9
C[C@@H]1CN([C@H](C)CO)C(=O)c2cccc(NS(=O)(=O)c3ccc(F)cc3)c2O[C@@H]1CN(C)Cc1ccc(-c2ccccc2)cc1	-61	34
C[C@H](CO)N1C[C@H](C)[C@H](CN(C)S(=O)(=O)c2cn(C)cn2)Oc2ccc(NC(=O)Cn3cnnn3)cc2CC1=O	11	-33
Cc1noc(C)c1S(=O)(=O)N(C)C[C@@H]1Oc2ccc(NS(C)(=O)=O)cc2CC(=O)N([C@@H](C)CO)C[C@@H]1C	6	-13
C[C@@H]1CN([C@@H](C)CO)C(=O)c2cccc(NC(=O)C3CCCCC3)c2O[C@H]1CN(C)Cc1ccc(C(F)(F)F)cc1	-27	75*
C[C@@H]1CN([C@@H](C)CO)C(=O)c2cccc(NS(=O)(=O)c3cccs3)c2O[C@H]1CN(C)Cc1ccc(Cl)c(Cl)c1	6	2
Cc1noc(C)c1NC(=O)N(C)C[C@@H]1Oc2ccc(NC(=O)CCCN(C)C)cc2C(=O)N([C@@H](C)CO)C[C@@H]1C	6	-28
CC(C)NC(=O)Nc1cccc2c1O[C@@H](CN(C)Cc1ccccc1)[C@@H](C)CN([C@@H](C)CO)C2=O	-6	-24
CC(C)NC(=O)N(C)C[C@@H]1Oc2ccc(NS(=O)(=O)c3cn(C)cn3)cc2CC(=O)N([C@H](C)CO)C[C@@H]1C	6	-13
C[C@H]1CN([C@@H](C)CO)C(=O)Cc2cc(NC(=O)Nc3cccc4ccccc34)ccc2O[C@@H]1CN(C)Cc1ccc2c(c1)OCO2	-22	64*
COc1ccc(S(=O)(=O)Nc2ccc3c(c2)C(=O)N([C@H](C)CO)C[C@@H](C)[C@@H](CN(C)S(=O)(=O)c2ccc(OC)cc2)O3)cc1	-2	5
COc1ccc(CN(C)C[C@@H]2Oc3c(NC(=O)NC4CCCCC4)cccc3C(=O)N([C@H](C)CO)C[C@H]2C)cc1	-12	51
Cc1noc(C)c1NC(=O)Nc1ccc2c(c1)C(=O)N([C@H](C)CO)C[C@@H](C)[C@@H](CN(C)S(=O)(=O)c1c(C)noc1C)O2	8	-17
